Screens (PubChem)
ERAP1 HTS inh: ERAP1 (human) enzyme inhibition | 340,000 compounds, 0.15% hits | recombinant ERAP1, Leu-AMC fluorescence, 60 min | inhibition, % at 10.7 µM;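 active means mean replicate inhibition of at least 30%, or all replicates individually reaching that 30% level; inactive means mean below 30% and not every replicate reaching it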;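 further: 0% = neutral control wells and 100% = L-leucinethiol positive control wells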
PGC1a acetyl inh: PGC1a acetylation modulation, inhibitor mode; U2OS PGC1a acetylation, AlphaScreen anti-acetyl-lysine; with virally co-expressed GCN5 acetyltransferase; inhibition, % at 15.6 µM; 350,000 compounds, 0.17% hits;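 active means every replicate shows inhibition of at least 40%; inconclusive means mean inhibition at least 40% but some replicate below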;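 further: 0% = neutral control wells and 100% = positive control wells; some results beyond the cut were filed as inactive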
E-selectin induc: induces E-selectin expression in human endothelial cells | P16581 | HUVEC E-selectin immunofluorescence imaging; normalized: neutral wells 0, TNF-alpha wells 100 | activation, % at 7.58 µM | 260,000 compounds, 0.37% hits | AID 686992;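 active means mean E-selectin-positive cell signal at least 10% of the positive control, reached in at least 60% of replicates, without over 20% cell loss; inconclusive means no rule given, readout overlaps actives, possibly toxicity-flagged; inactive means the rest, including those meeting only one limit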;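 further: in these data hits start at about 27%; measured in HUVEC primary endothelial cells; signal is the percent of cells scored E-selectin positive by PE staining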
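Test system – human umbilical vein endothelial cells (HUVEC), E-selectin induction · Input – 3,000 HUVEC seeded per well · Buffer or medium – EGM-2, gelatin · Compound dosing – single-point compound dose · Detection – immunofluorescence imaging · Measure – percent E-selectin-positive cells · Controls – TNF-alpha high, DMSO low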
miR122 inh: blocks miR-122 activity in Huh7 sensor cells; Huh7 miR-122 Renilla luciferase sensor, 48 h; neutral wells = 0, positive control = 100; activation (reporter increase), % at 12.5 µM; 340,000 compounds, 0.3% hits; AID 602342;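 active means mean replicate activation score at least 90 and every replicate individually at or above 90; inconclusive means only one of the two criteria met; inactive means neither criterion met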;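 further: higher luciferase means less miR-122 activity so hits act as miR-122 inhibitors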
RAD52 inh: RAD52 (human) annealing inhibition; AID 651710; inhibition, % at 18.7 µM; P43351; recombinant RAD52 DNA annealing, FRET fluorescence; 360,000 compounds, 0.46% hits;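 active means every replicate showing at least 50% inhibition; inconclusive means mean inhibition at least 50% but not in every replicate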
RAD54 inh: RAD54 (human) branch migration inhibition; RAD54 Holliday junction branch migration, FAM/BHQ fluorescence; inhibition, % at 10.4 µM; Q92698; 360,000 compounds, 0.14% hits;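 active means mean normalized replicate activity at least 40 and at least half of replicates scoring 40 or more; inconclusive means only one of the two criteria met; inactive means mean below 40 and under half of replicates reaching 40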;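 further: 0% = median of neutral control wells and 100% = median of positive control wells; inhibitors cause a drop in the FAM fluorescence signal; in these data hits start at about 50%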
Target sequence (Q92698 whole entry, looked up): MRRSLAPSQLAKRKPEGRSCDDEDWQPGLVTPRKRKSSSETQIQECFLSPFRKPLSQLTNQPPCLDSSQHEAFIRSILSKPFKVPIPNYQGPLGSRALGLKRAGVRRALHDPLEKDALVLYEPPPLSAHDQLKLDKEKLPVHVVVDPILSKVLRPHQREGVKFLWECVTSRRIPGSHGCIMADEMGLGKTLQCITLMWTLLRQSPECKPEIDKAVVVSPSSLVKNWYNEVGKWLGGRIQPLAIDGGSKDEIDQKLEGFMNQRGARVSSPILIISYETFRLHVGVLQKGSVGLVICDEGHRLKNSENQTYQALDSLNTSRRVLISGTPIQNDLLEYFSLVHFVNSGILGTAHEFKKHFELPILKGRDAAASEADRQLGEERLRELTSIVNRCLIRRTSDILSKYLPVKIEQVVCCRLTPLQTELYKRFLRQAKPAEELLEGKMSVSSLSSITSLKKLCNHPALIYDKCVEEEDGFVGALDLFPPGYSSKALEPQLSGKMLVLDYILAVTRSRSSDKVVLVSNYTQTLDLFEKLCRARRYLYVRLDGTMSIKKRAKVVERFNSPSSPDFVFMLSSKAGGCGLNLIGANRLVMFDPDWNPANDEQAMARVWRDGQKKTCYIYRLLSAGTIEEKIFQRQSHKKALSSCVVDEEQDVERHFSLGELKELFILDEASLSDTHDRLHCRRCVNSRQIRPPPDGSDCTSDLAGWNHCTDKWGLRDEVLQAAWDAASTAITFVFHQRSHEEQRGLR
Cneo AK release: Cryptococcus neoformans lysis via adenylate kinase release; 360,000 compounds, 0.2% hits; C. neoformans lysis, adenylate kinase release luminescence, 4 h; normalised: neutral wells 0, clomiphene wells 100; lysis activity, % at 15 µM;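 active means mean lysis activity across replicates of at least 80%, whatever share of replicates individually reach that level; inactive means mean lysis activity below 80%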
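Material – log-phase Cryptococcus neoformans yeast cells · Input – 5 × 10^6 yeast cells/mL · Medium – fresh YPD growth medium · Doses – single compound concentration per well · Timing – static 4 h at 37 °C with compound, 1 h detection · Detection – adenylate kinase release luminescence · Read-out – signal increase indicating cell lysis · Control set – Clomiphene as positive lysis control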
PglD DTNB: PglD (C. jejuni) enzyme inhibition; purified PglD enzyme, DTNB colorimetric CoA detection; inhibition, % at 12.5 µM; 360,000 compounds, 0.098% hits; in the data active means inhibition above about 16%, passing the limit was not always enough; inconclusive means no clear call, values can overlap the other calls; further: strong numbers were not always called active
Numbers without * were called inactive; [ ] = remark or other dose.

Cc1c(CN(C)C(=O)C2CCC(=O)N(Cc3ccccc3F)C2)[nH]c2ccccc12 (configuration not stated) was read as ERAP1 HTS inh 0, PGC1a acetyl inh -37, E-selectin induc -0.1, miR122 inh 16, RAD52 inh 0, RAD54 inh 2, Cneo AK release 4 and PglD DTNB 2.
For O=C(CN(CC1CCCO1)C(=O)CNS(=O)(=O)c1ccccc1)NCc1ccc(F)cc1 (configuration not stated) the results were ERAP1 HTS inh -1, E-selectin induc 26*, miR122 inh 1, RAD52 inh -6, RAD54 inh -15, Cneo AK release 1 and PglD DTNB 2.
`CCCNC(=O)N(C)C[C@H]1Oc2cc(C#CCOC)ccc2S(=O)(=O)N([C@H](C)CO)C[C@@H]1C` gave ERAP1 HTS inh 1, PGC1a acetyl inh 1, E-selectin induc -0.6, miR122 inh 1[16.7 µM], RAD52 inh -8, RAD54 inh 1, Cneo AK release 0 and PglD DTNB -6.
`CCOc1cc(Br)cc(/C=C2\SC(=Nc3ccccc3)NC2=O)c1O` gave ERAP1 HTS inh 4, PGC1a acetyl inh -1, miR122 inh -1, RAD52 inh -50, RAD54 inh 4, Cneo AK release 0 and PglD DTNB 3.
`CNC(=O)C1Cc2ccccc2CN1S(=O)(=O)c1cccs1` (configuration not stated) gave PGC1a acetyl inh 4, miR122 inh -5, RAD54 inh 2, Cneo AK release 1 and PglD DTNB 3.
`COc1ccc(S(=O)(=O)N2CCC(C(=O)NC3CCCCC3C)CC2)cc1` (configuration not stated) gave ERAP1 HTS inh 1, PGC1a acetyl inh 11, miR122 inh 4, RAD52 inh -14, RAD54 inh 10, Cneo AK release 1 and PglD DTNB 10.
Screening Cc1ccc(S(=O)(=O)NCc2ccccc2)cc1C(=O)N1CCCCCCC1 returned ERAP1 HTS inh 0, PGC1a acetyl inh -8, E-selectin induc 3.2, miR122 inh 101, RAD52 inh 9, RAD54 inh -10, Cneo AK release -3 and PglD DTNB -5.
Screening CC1(C)CC(=O)C(N=Nc2cccc(S(=O)(=O)N3CCOCC3)c2)=C(O)C1 returned PGC1a acetyl inh 2, E-selectin induc -0.2, miR122 inh -7 and RAD52 inh 12.
For c1ccc(CCCCc2ccccn2)cc1 the results were ERAP1 HTS inh -4, PGC1a acetyl inh 1, E-selectin induc -0.1, miR122 inh -2, RAD52 inh -10, RAD54 inh 4, Cneo AK release 1 and PglD DTNB -1.
For C[C@@H]1CN([C@H](C)CO)C(=O)c2cc(-c3ccccc3)cnc2O[C@H]1CN(C)C(=O)c1ccccn1 the results were ERAP1 HTS inh -4, PGC1a acetyl inh 10, E-selectin induc 0.2, miR122 inh -3[16.7 µM], RAD52 inh 5, RAD54 inh 3, Cneo AK release -2 and PglD DTNB -62.
Screening CC(C)NC(=O)N1C[C@H]2[C@@H](c3ccccc31)[C@H](CO)N2C(=O)C1CCCC1 returned ERAP1 HTS inh 6, PGC1a acetyl inh -14, E-selectin induc 0.1, miR122 inh 0[16.7 µM], RAD52 inh 6, RAD54 inh -22, Cneo AK release 5 and PglD DTNB 0.
Screening Cc1nn(-c2ccccc2)c(Cl)c1/C=C1\C(=O)N(C)C(=S)N1C returned ERAP1 HTS inh 3, PGC1a acetyl inh -1, E-selectin induc 1.7 and RAD52 inh -30.
`CC(=O)Nc1ccc(-c2csc(NC(=O)c3ccc(C)o3)n2)cc1` gave ERAP1 HTS inh 2, RAD52 inh -22, RAD54 inh 8, Cneo AK release -5 and PglD DTNB -1.
`COc1ccc(NC(=O)N(C)C[C@@H]2Oc3ccc(NS(=O)(=O)c4ccc(F)cc4)cc3C(=O)N([C@H](C)CO)C[C@H]2C)cc1` gave ERAP1 HTS inh 3, PGC1a acetyl inh -3, E-selectin induc -0.1, miR122 inh 3[16.7 µM], RAD52 inh 6, RAD54 inh 2, Cneo AK release 0 and PglD DTNB -3.
`C[C@@H]1CCCCO[C@@H](CN(C)S(=O)(=O)c2ccc(Cl)cc2)[C@@H](C)CN([C@H](C)CO)C(=O)c2cc(NC(=O)Nc3ccccc3)ccc2O1` gave ERAP1 HTS inh -1, PGC1a acetyl inh 18, E-selectin induc 0.0, miR122 inh -9[16.7 µM], RAD52 inh 0, RAD54 inh -7, Cneo AK release 5 and PglD DTNB 6.
Screening COc1cccc(C(O)c2nc(-c3ccc(C)c(C)c3)cs2)c1 (configuration not stated) returned ERAP1 HTS inh -1, PGC1a acetyl inh -5, miR122 inh 3, RAD52 inh 2, RAD54 inh -6, Cneo AK release 1 and PglD DTNB 2.
Screening CN(C)C(=O)c1cccc(-c2ccc3c(c2)[C@@H]2[C@@H](CCN2C(=O)C2CCOCC2)[C@H](CO)N3)c1 returned ERAP1 HTS inh -2, PGC1a acetyl inh -6, E-selectin induc -0.4, miR122 inh -6[16.7 µM], RAD52 inh -2, RAD54 inh 14, Cneo AK release 10 and PglD DTNB -4.
COc1ccc(CC(=O)OCC(=O)N2CCN(S(=O)(=O)c3ccc(C)cc3C)CC2)cc1 was read as ERAP1 HTS inh -2, PGC1a acetyl inh 3, E-selectin induc 1.5, miR122 inh -3, RAD52 inh 0, RAD54 inh -18, Cneo AK release 0 and PglD DTNB 0.
`Cc1[nH]c2ccccc2c1C(=O)C(=O)NC1CC(=O)N(c2ccc(F)cc2)C1` (configuration not stated) gave ERAP1 HTS inh 2, E-selectin induc 0.4, miR122 inh 8, RAD52 inh -6, RAD54 inh -7, Cneo AK release -3 and PglD DTNB 4.
For COc1ccc(S(=O)(=O)N(C)C[C@H]2Oc3ccc(NC(=O)Nc4ccc(F)cc4)cc3C(=O)N([C@H](C)CO)C[C@@H]2C)cc1 the results were ERAP1 HTS inh 1, PGC1a acetyl inh 9, E-selectin induc -0.2, miR122 inh 7[16.7 µM], RAD52 inh 14, RAD54 inh -6, Cneo AK release 3 and PglD DTNB 5.
Cc1noc(C)c1NC(=O)Nc1ccc2c(c1)C(=O)N([C@H](C)CO)C[C@H](C)[C@H](CN(C)S(C)(=O)=O)OCCCC[C@H](C)O2 was read as ERAP1 HTS inh -1, PGC1a acetyl inh 6, E-selectin induc -0.3, miR122 inh 10[16.7 µM], RAD52 inh -5, RAD54 inh inconclusive, Cneo AK release 1 and PglD DTNB -2.
For O=C(CCN1CCCCC1)NCC[C@@H]1CC[C@@H](NC(=O)C2CC2)[C@H](CO)O1 the results were ERAP1 HTS inh 4, PGC1a acetyl inh 14, E-selectin induc -0.3, RAD52 inh 1, RAD54 inh -3, Cneo AK release 58 and PglD DTNB 4.
Screening Cc1cc(C)c(C(=O)C(C)OC(=O)c2ccc(Cl)nc2)cc1C (configuration not stated) returned ERAP1 HTS inh 5, PGC1a acetyl inh -2, E-selectin induc -0.1, miR122 inh -1, RAD52 inh 6, RAD54 inh 2, Cneo AK release 8 and PglD DTNB 3.
`COc1ccc(OCC(=O)O/N=C(\N)Cc2ccc(Cl)cc2)cc1` gave PGC1a acetyl inh 8, miR122 inh -6, RAD54 inh 6, Cneo AK release 0 and PglD DTNB -1.
`Cn1c(=O)oc2cc(S(=O)(=O)NCCN3CCCCCC3)ccc21` gave miR122 inh 22, RAD54 inh 8, Cneo AK release 1 and PglD DTNB -8.
For O=C1COc2ccc(S(=O)(=O)N3CCCC3)cc2N1 the results were ERAP1 HTS inh -4, RAD52 inh -18, RAD54 inh -8, Cneo AK release -1 and PglD DTNB 6.
`C[C@H](CO)N1C[C@H](C)[C@@H](CN(C)Cc2ccc(C(F)(F)F)cc2)Oc2ccc(NC(=O)C3CC3)cc2CC1=O` gave ERAP1 HTS inh 4, PGC1a acetyl inh 3, E-selectin induc -0.3, miR122 inh -7[16.7 µM], RAD52 inh 4, RAD54 inh 1, Cneo AK release 41 and PglD DTNB 3.
For O=S(=O)(c1ccc(Cl)s1)N1CCCc2cccc(O)c21 the results were PGC1a acetyl inh -14, miR122 inh -13, RAD54 inh -12, Cneo AK release 1 and PglD DTNB -6.
`C[C@H](NC(=O)c1nc[nH]c1C(=O)NCC(=O)OCc1ccccc1)C(=O)OC(C)(C)C` gave ERAP1 HTS inh 3, PGC1a acetyl inh 6, miR122 inh 2, RAD52 inh -6, RAD54 inh -5, Cneo AK release -1 and PglD DTNB 2.
Cc1nc2ccccc2nc1OCC(=O)Nc1cc(C(F)(F)F)ccc1N1CCOCC1 was read as PGC1a acetyl inh -12, miR122 inh -2, RAD54 inh 2, Cneo AK release 3 and PglD DTNB -12.
COC(=O)c1cc2occc2n1Cc1nc(-c2cccc(Cl)c2)oc1C was read as PGC1a acetyl inh 8, E-selectin induc 0.3, miR122 inh 2, RAD52 inh -225, RAD54 inh 1, Cneo AK release -7 and PglD DTNB 1.
Screening C[C@H](CO)N1C[C@H](C)[C@@H](CN(C)Cc2ccc(C(=O)Nc3ccccc3N)cc2)Oc2ccc(NC(=O)Nc3ccc(F)cc3)cc2CC1=O returned ERAP1 HTS inh -11, PGC1a acetyl inh 2, E-selectin induc 0.5, miR122 inh 36[16.7 µM] and RAD52 inh 32.
`Nc1nc(NCc2ccccc2)n(-c2ccccc2)n1` gave ERAP1 HTS inh -2, PGC1a acetyl inh 10, E-selectin induc 0.5, RAD52 inh -5, RAD54 inh 4, Cneo AK release -1 and PglD DTNB 2.
O=C(COC(=O)c1ccc2c(c1)OCCO2)NC1CCCCC1 was read as ERAP1 HTS inh -1, PGC1a acetyl inh -3, miR122 inh 1, RAD52 inh 0, RAD54 inh 0, Cneo AK release -2 and PglD DTNB -6.
Nc1cc2c(cc1Cl)-c1ccc(Cl)cc1C2 was read as ERAP1 HTS inh 1, PGC1a acetyl inh -12, E-selectin induc 1.7, miR122 inh 0, RAD52 inh -21, RAD54 inh 2, Cneo AK release 5 and PglD DTNB 3.
CCc1nc2c(OCc3ccc(Cl)cc3)cccn2c1N(C)C(=O)C1CC1 was read as ERAP1 HTS inh 0, E-selectin induc 0.2, miR122 inh 6, RAD52 inh -49, RAD54 inh 7, Cneo AK release -1 and PglD DTNB -1.
For NC(=S)N/N=C/c1c[nH]c2ccccc12 the results were PGC1a acetyl inh -7, E-selectin induc -0.8, miR122 inh 5, RAD52 inh -10, RAD54 inh 4, Cneo AK release 3 and PglD DTNB -4.
`COc1ccc2oc(=O)c(C(=O)N3CCCC3)cc2c1` gave PGC1a acetyl inh 9, E-selectin induc 0.2, miR122 inh -7, RAD52 inh -14, RAD54 inh -2, Cneo AK release 0 and PglD DTNB -2.
Screening CCOC(=O)C1=C(C2=CCCCC2)c2ccc(OC)cc2N(S(=O)(=O)C(F)(F)F)C1C(=O)OCC (configuration not stated) returned PGC1a acetyl inh -4, miR122 inh 4, RAD54 inh 5, Cneo AK release 15 and PglD DTNB 4.
Screening COC(=O)c1cc(C)nc2c1C(=O)C(=O)C=C2N1CCOCC1 returned ERAP1 HTS inh 0, E-selectin induc -0.3, RAD52 inh 13, RAD54 inh 9, Cneo AK release 2 and PglD DTNB 1.
`CCNC(=O)COC(=O)C1CCC(=O)N(c2ccc(OC)cc2)C1c1ccc(OC)cc1` (configuration not stated) gave PGC1a acetyl inh -2, miR122 inh -4, RAD54 inh -6, Cneo AK release -6 and PglD DTNB -1.
